CASP6 VEID inh = caspase-6 (human) enzyme inhibition; purified caspase-6, Z-VEID-R110 cleavage fluorescence; 0.53% of 350,000 active; inhibition, % at 12.5 µM; P55212;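 active = mean inhibition across replicates at least about 35%, with every replicate also reaching that limit, limit read from the data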;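 also: 0% = median of neutral control wells and 100% = no fluorescence left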
Target sequence (P55212 24-179 limits assumed): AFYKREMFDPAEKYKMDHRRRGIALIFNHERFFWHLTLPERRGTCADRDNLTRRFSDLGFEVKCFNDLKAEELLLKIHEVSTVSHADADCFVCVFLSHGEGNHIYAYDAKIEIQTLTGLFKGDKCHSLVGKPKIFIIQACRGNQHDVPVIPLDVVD
Target sequence (P55212 194-293 limits assumed): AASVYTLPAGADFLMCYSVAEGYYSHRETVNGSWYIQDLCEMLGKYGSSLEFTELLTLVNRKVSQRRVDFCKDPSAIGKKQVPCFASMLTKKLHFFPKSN
SIRT5 block = sirtuin-5 (human) deacylase inhibition; Q9NXA8; inhibition, % at 15 µM; Purified SirT5, succinyl-peptide AMC, trypsin-coupled fluorescence; 1.1% of 330,000 active; in the data active = inhibition above about 15%
Target sequence (Q9NXA8 whole entry, looked up): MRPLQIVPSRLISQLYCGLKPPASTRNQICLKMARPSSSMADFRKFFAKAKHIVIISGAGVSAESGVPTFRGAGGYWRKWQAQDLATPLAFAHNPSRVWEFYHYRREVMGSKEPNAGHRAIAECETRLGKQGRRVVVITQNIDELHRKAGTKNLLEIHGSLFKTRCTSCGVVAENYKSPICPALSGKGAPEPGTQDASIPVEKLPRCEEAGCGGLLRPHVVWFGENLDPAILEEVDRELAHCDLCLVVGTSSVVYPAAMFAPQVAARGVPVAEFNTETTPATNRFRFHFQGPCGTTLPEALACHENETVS
S100A4 MyoIIA = S100A4-myosin IIA interaction inhibition. 0.14% of 360,000 active. P26447. AID 652163. inhibition, % at 10.7 µM. S100A4/TAMRA-MyoIIA peptide fluorescence polarization;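 active = mean inhibition of at least 70% across replicates, with every replicate also reaching that level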
Target sequence (P26447 whole entry, looked up): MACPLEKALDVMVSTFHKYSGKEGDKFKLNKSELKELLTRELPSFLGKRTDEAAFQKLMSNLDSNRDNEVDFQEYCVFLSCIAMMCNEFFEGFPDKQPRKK
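Test system – S100A4 monomer (human) · Compound – single-point compound testing · Schedule – 5 min incubation before reading · Probe or stimulus – TAMRA-labelled myosin IIA heavy-chain peptide probe, 5 nM · Benchmarks – neutral control DMSO, positive control TFP · Medium – Calcium-containing HEPES buffer, pH 7.2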
esBAF inh = blocks esBAF chromatin remodeling in mouse ES cells; 2% of 350,000 active; reporter increase, % at 12.5 µM; Bmi1-luciferase knock-in reporter, 24 h; 100% = twice the neutral-well signal; in the data active = activation above about 40%;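 also: 0% = median of the plate's neutral control wells and 100% = double that signal; a rise in the Bmi1 reporter signal indicates esBAF inhibition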
FN deposit inh = fibronectin deposition inhibition; inhibition, % at 12.6 µM; AID 743247; 0.086% of 350,000 active; AH1F fibroblasts, Alexa488-fibronectin deposition fluorescence, overnight;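 active = mean inhibition across replicates of 30% or more, regardless of how many single replicates reach that level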;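 also: positive control wells lacked labelled fibronectin entirely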
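Assay system: AH1F fibroblasts / Quantity: 10000 cells per well / Medium: DMEM plus 2% serum, read in PBS / Reagent: labelled fibronectin 24 nM / Dosing: single dose, pinned / Times: 1 h cell attachment, overnight exposure to compound and label / Signal: fluorescence, ex 485 nm, em 525 nm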
LGR2 inh = Drosophila LGR2 receptor signaling inhibition | inhibition, % at 9.99 µM | HEK293 LGR2, CRE-luciferase, bursicon-stimulated, 4 h | 0.35% of 380,000 active;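 active = drop in luminescence signal, shown as inhibition above about 50% in the replicate tests, limit read from the data, passing the limit was not always enough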;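 also: agonist challenge used bursicon conditioned medium at about half maximal strength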
C2C12 statin = protects C2C12 myotubes from simvastatin toxicity; ATP luminescence, 48 h; scaled: DMSO 0, geranylgeraniol control 100; rescue of ATP level, % at 7.49 µM; 0.78% of 330,000 active; AID 602340;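 active = mean ATP rescue above about 67%, or every replicate alone reaching that limit, limit read from the data, passing the limit was not always enough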;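 also: myotubes were challenged with 10 µM simvastatin during compound exposure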
Starred values were filed as active, the others as inactive; & = joins results of further samples.

`CC1(/[N+]([O-])=C/c2ccc(Cl)cc2Cl)CCCCC1=O` (stereo not given) gave CASP6 VEID inh 1, SIRT5 block -2, S100A4 MyoIIA -1, FN deposit inh 6 and LGR2 inh -1.
Screening COCC(C)NC(=O)c1ccc(N(C)C)cc1 (stereo not given) returned esBAF inh 0, FN deposit inh 2 and C2C12 statin -2.
Screening C[C@H](CO)N1C[C@H](C)[C@H](CN(C)C(=O)Nc2ccccc2)Oc2ccc(NC(=O)CCCCCC(=O)Nc3ccccc3N)cc2CC1=O returned CASP6 VEID inh -1, SIRT5 block 1, S100A4 MyoIIA 15, esBAF inh 4, LGR2 inh -1 and C2C12 statin 9.
For Clc1cccc(C2CCN(Cc3nc(CC4CC4)no3)C2)c1 (stereo not given) the results were CASP6 VEID inh -1, SIRT5 block 2, S100A4 MyoIIA 0, esBAF inh 9, LGR2 inh -25 and C2C12 statin 2.
COc1ccc2c(c1OC)C(=O)N1C2SC[C@H]1C(=O)NC1CC1 (stereo not given in full) was read as CASP6 VEID inh 0, SIRT5 block -3, S100A4 MyoIIA -1, esBAF inh -4 and C2C12 statin 8.
For COC(=O)Cn1c(CN2CCN(C(=O)c3ccco3)CC2)nc2c1c(=O)n(C)c(=O)n2C the results were CASP6 VEID inh 0, SIRT5 block -5, S100A4 MyoIIA 1, esBAF inh 0, FN deposit inh 9, LGR2 inh -6 and C2C12 statin 0.
`CCCCn1c(N)c(N(CCC(C)C)C(=O)COC(=O)c2cccnc2Cl)c(=O)[nH]c1=O` gave CASP6 VEID inh 1, SIRT5 block -1, S100A4 MyoIIA -1, esBAF inh 4, FN deposit inh 4, LGR2 inh -21 and C2C12 statin 1.
O=C(NCCS(=O)(=O)NCc1ccco1)c1ccccc1 was read as CASP6 VEID inh 4, SIRT5 block -1, S100A4 MyoIIA -6, esBAF inh 1, FN deposit inh 5, LGR2 inh 10 and C2C12 statin 3.
O=C(NCCc1ccc(Cl)cc1)c1ccc(CS(=O)Cc2ccccc2Cl)o1 (stereo not given) was read as CASP6 VEID inh 2, SIRT5 block -6, S100A4 MyoIIA -6, esBAF inh 0, FN deposit inh 18, LGR2 inh 2 and C2C12 statin -48.
`CCc1ccccc1NC(=O)CCC(=O)Nc1nnc(C(C)C)s1` gave CASP6 VEID inh -1, SIRT5 block 10, S100A4 MyoIIA 0, esBAF inh -5, FN deposit inh 0, LGR2 inh -2 and C2C12 statin 1.
Screening CC1CCN(C(=O)c2ncn3c2c(=O)[nH]c2cccnc23)CC1 returned CASP6 VEID inh 6, SIRT5 block 0, S100A4 MyoIIA -3, esBAF inh -1, FN deposit inh 6, LGR2 inh -2 and C2C12 statin -2.
CCn1c(Cc2ccccc2)nnc1SCC(=O)Nc1ccc(S(N)(=O)=O)cc1 was read as esBAF inh -15, FN deposit inh -2 and C2C12 statin -10.
For CC(=O)Nc1ccc(S(=O)(=O)NC2=C(N3CCN(Cc4ccccc4)CC3)C(=O)c3ccccc3C2=O)cc1 the results were CASP6 VEID inh 30&8, SIRT5 block -2&-6, S100A4 MyoIIA -11&-3, FN deposit inh -2&-14, LGR2 inh 25&1 and C2C12 statin 14.
CN(C)c1ccc(N2C(=NC(=O)C3CCCO3)SC3CS(=O)(=O)CC32)cc1 (stereo not given) was read as CASP6 VEID inh -6, SIRT5 block -3, S100A4 MyoIIA -2, esBAF inh 27, FN deposit inh -11, LGR2 inh -19 and C2C12 statin -6.
For Cc1ccc2nc(-c3ccc(F)cc3)c(CC3CCCCC3)n2c1 the results were CASP6 VEID inh -5, S100A4 MyoIIA -2, FN deposit inh -2 and LGR2 inh -39.
`Cc1noc(C)c1S(=O)(=O)N(C)Cc1ccccc1` gave CASP6 VEID inh 0, SIRT5 block 0, S100A4 MyoIIA -5, esBAF inh -7, LGR2 inh -1 and C2C12 statin -5.
Screening CN1C(=O)C(C)(C)c2cc(S(=O)(=O)N3CCN(c4cccc(Cl)c4)CC3)ccc21 returned CASP6 VEID inh 3, S100A4 MyoIIA -3, esBAF inh 3, FN deposit inh 4, LGR2 inh -9 and C2C12 statin 5.
COc1c(C(=O)Nc2ccc(Br)cn2)ccc2ccccc12 was read as CASP6 VEID inh -2, SIRT5 block -3, S100A4 MyoIIA 0, esBAF inh 49*, FN deposit inh -7, LGR2 inh -58 and C2C12 statin -9.
`CCC(NC(=O)C(C)NC)C(=O)N1CCCC1C(=O)NC1CCCc2ccccc21` (stereo not given) gave CASP6 VEID inh 0, S100A4 MyoIIA -4, FN deposit inh 10 and LGR2 inh 0.
Cc1ccc(C2(C)NC(=O)N(CC(=O)NCc3cccs3)C2=O)cc1 (stereo not given) was read as CASP6 VEID inh 3, SIRT5 block 0, S100A4 MyoIIA 1 and LGR2 inh 6.
CN(C(=O)CS(=O)(=O)c1cn(CC(=O)N2CCCCC2)c2ccccc12)c1ccccc1 was read as CASP6 VEID inh 2, SIRT5 block -2, S100A4 MyoIIA 2, esBAF inh -5, FN deposit inh -2, LGR2 inh -19 and C2C12 statin 0.
`CCOC(=O)N1CCC(N2Cc3cccc(C(=O)N4CCN(C5CCCCC5)CC4)c3C2=O)CC1` gave CASP6 VEID inh 0, SIRT5 block -13, S100A4 MyoIIA 2, esBAF inh 1, FN deposit inh -10, LGR2 inh 7 and C2C12 statin -7.
`C[C@@H]1CN([C@@H](C)CO)C(=O)c2cc(NC(=O)CCC(F)(F)F)ccc2O[C@@H](C)CCCCO[C@@H]1CN(C)Cc1ccc2c(c1)OCO2` gave CASP6 VEID inh -4, SIRT5 block -1, S100A4 MyoIIA 3, esBAF inh -3 and LGR2 inh -4.
Cc1cc(S(=O)(=O)N2CCOCC2)ccc1OCC(=O)N1CCC(C)CC1 was read as SIRT5 block 0, S100A4 MyoIIA 6, esBAF inh -1, FN deposit inh 2, LGR2 inh 12 and C2C12 statin -2.
COc1ccc(C(C)C)cc1S(=O)(=O)Nc1ccccn1 was read as CASP6 VEID inh -3, SIRT5 block 2, S100A4 MyoIIA -3, esBAF inh 0, LGR2 inh 24 and C2C12 statin -8.
For COc1ccc(OCC(=O)OCC(=O)N2C(C)CCCC2C)cc1 (stereo not given) the results were CASP6 VEID inh 2, SIRT5 block 3, S100A4 MyoIIA -6, esBAF inh -6, FN deposit inh -5, LGR2 inh 4 and C2C12 statin 21.
COc1ccc(S(=O)(=O)Nc2cccnc2)cc1 was read as CASP6 VEID inh -4, SIRT5 block -1, S100A4 MyoIIA -14, esBAF inh -1, FN deposit inh -4, LGR2 inh 4 and C2C12 statin -11.
Cc1c(C(=O)NN2CCOCC2)oc2c1ccc1ccccc12 was read as CASP6 VEID inh -4, SIRT5 block 3, S100A4 MyoIIA -6, FN deposit inh -2 and LGR2 inh 13.
Screening Nc1c(C(=O)c2ccccc2)oc2ccc([N+](=O)[O-])cc12 returned CASP6 VEID inh -2, SIRT5 block 10, S100A4 MyoIIA -2, FN deposit inh 13 and LGR2 inh -36.
COc1ccc(CCC(=O)OCC(=O)Nc2c(C)n(C)n(-c3ccccc3)c2=O)cc1 was read as CASP6 VEID inh -2, SIRT5 block -1, S100A4 MyoIIA -4, esBAF inh -5, FN deposit inh 9, LGR2 inh 1 and C2C12 statin 2.
Screening CN(CC(=O)Nc1cccc2ccccc12)C(=O)c1ccc(NC(=O)CC#N)cc1 returned CASP6 VEID inh -2, SIRT5 block -1, S100A4 MyoIIA -10, FN deposit inh 8, LGR2 inh -1 and C2C12 statin 8.
For C[C@@H]1CN([C@@H](C)CO)C(=O)c2cc(NS(=O)(=O)c3ccccc3)ccc2O[C@@H](C)CCCCO[C@@H]1CN(C)S(=O)(=O)c1cccs1 the results were CASP6 VEID inh -1, SIRT5 block 8, S100A4 MyoIIA 0, esBAF inh 7, FN deposit inh 1 and LGR2 inh 8.
Screening CC(C)=CCC[C@H](C)CC1Cc2[nH]c(=S)[nH]c(=O)c2C(c2ccc(Cl)cc2)O1 (stereo not given in full) returned CASP6 VEID inh -4, SIRT5 block -1, S100A4 MyoIIA 13, FN deposit inh -5 and LGR2 inh -10.
CCN1CCC(NC(=O)Nc2ccc(F)cc2F)CC1 was read as CASP6 VEID inh 8, SIRT5 block -2, S100A4 MyoIIA -2, FN deposit inh 1 and LGR2 inh 9.
Screening CCCN1C[C@H](C)[C@H](OC)CN(C)C(=O)c2cc(NC(=O)NC3CCCCC3)ccc2OC[C@@H]1C returned CASP6 VEID inh 0, SIRT5 block 4, S100A4 MyoIIA 116*, esBAF inh -13, FN deposit inh 4, LGR2 inh -6 and C2C12 statin 2.
`CCN(CC)CCNC(=O)CS(=O)Cc1nc(-c2ccccc2Cl)oc1C` (stereo not given) gave esBAF inh -3, FN deposit inh -11 and C2C12 statin 0.
Screening CCNC(=O)C[C@@H]1CC[C@@H]2[C@H](COc3ccc(NC(=O)Nc4ccccc4OC)cc3C(=O)N2C)O1 returned CASP6 VEID inh 0, SIRT5 block 4, S100A4 MyoIIA 4, esBAF inh 5, FN deposit inh -3, LGR2 inh -12 and C2C12 statin -6.
`O=C(Nc1nnc(CCOCCOCCc2nnc(NC(=O)c3ccco3)s2)s1)c1ccco1` gave CASP6 VEID inh -19, SIRT5 block -4, S100A4 MyoIIA 8 and LGR2 inh -2.
Screening Cc1noc(C)c1NC(=O)Nc1ccc2c(c1)C(=O)N([C@@H](C)CO)C[C@@H](C)[C@@H](CN(C)S(=O)(=O)c1cccs1)O2 returned CASP6 VEID inh 0, SIRT5 block -2, S100A4 MyoIIA -6, esBAF inh 4, LGR2 inh 35 and C2C12 statin 17.
`Cc1cc(C)n(-c2cc(C(C)(C)C)nc3c(-c4ccc(Cl)cc4)cnn23)n1` gave esBAF inh 17, FN deposit inh 4 and C2C12 statin -33.

Random excerpt: 4 records from the list, in no set order.
Screening CC(C)=CCC[C@H](C)CC1Cc2[nH]c(=S)[nH]c(=O)c2C(c2ccc(Cl)cc2)O1 (stereo not given in full) returned CASP6 VEID inh -4, SIRT5 block -1, S100A4 MyoIIA 13, FN deposit inh -5 and LGR2 inh -10.
For COC(=O)Cn1c(CN2CCN(C(=O)c3ccco3)CC2)nc2c1c(=O)n(C)c(=O)n2C the results were CASP6 VEID inh 0, SIRT5 block -5, S100A4 MyoIIA 1, esBAF inh 0, FN deposit inh 9, LGR2 inh -6 and C2C12 statin 0.
COc1ccc(C(C)C)cc1S(=O)(=O)Nc1ccccn1 was read as CASP6 VEID inh -3, SIRT5 block 2, S100A4 MyoIIA -3, esBAF inh 0, LGR2 inh 24 and C2C12 statin -8.
Screening Nc1c(C(=O)c2ccccc2)oc2ccc([N+](=O)[O-])cc12 returned CASP6 VEID inh -2, SIRT5 block 10, S100A4 MyoIIA -2, FN deposit inh 13 and LGR2 inh -36.

Remaining list, next part
`CN(CC(=O)N1CCCC1)S(=O)(=O)c1ccc2ccccc2c1` gave CASP6 VEID inh -5, SIRT5 block 3, S100A4 MyoIIA 3, FN deposit inh 2 and LGR2 inh -17.
`CCOc1cc(-c2nc3cc(C)ccn3c2NCC2CCCO2)ccc1O` (stereo not given) gave esBAF inh 4, FN deposit inh -13 and C2C12 statin -4.
Cc1ccccc1OCc1n[nH]c(=S)n1Cc1ccccc1 was read as esBAF inh 4, FN deposit inh -7, LGR2 inh -7 and C2C12 statin 10.
Screening COC(=O)c1sccc1NC(=O)c1ccc(Cl)s1 returned CASP6 VEID inh 1, SIRT5 block -2, S100A4 MyoIIA 7, esBAF inh -18 and LGR2 inh -1.
`COc1c(C(=O)NNC(=O)c2ccccc2Cl)csc1Br` gave CASP6 VEID inh 3, SIRT5 block -2, S100A4 MyoIIA -4, FN deposit inh 7 and LGR2 inh -44.
`Fc1cccc(CSc2nc3ccncc3[nH]2)c1` gave CASP6 VEID inh 1, SIRT5 block -1, S100A4 MyoIIA 7, esBAF inh 29, FN deposit inh 2, LGR2 inh -45 and C2C12 statin -6.
O=S(=O)(NCC1OCCc2ccccc21)c1ccc(S(=O)(=O)N2CCOCC2)cc1 (stereo not given) was read as esBAF inh -6, LGR2 inh -12 and C2C12 statin 13.

These rows are one share of the data; the hit share may differ from the screen's.
